Shn3 3UTR inh: reduces Shn3 3'UTR luciferase signal in osteoblasts; 360,000 tested, 0.52% active; Clone20 osteoblast Shn3 3'UTR firefly luciferase, 24 h; inhibition, % at 12.5 µM;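 active = mean inhibition of at least 75% with every replicate also reaching 75%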;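 also: 0% = median of neutral control wells and 100% = pilot-screen positive control compound; some compounds past the cut are filed as inactive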
KKLEB cytotox: counter-screen for CF NF-kB inhibitors: cytotoxicity | KKLEB CF airway cells viability, ATPlite luminescence, overnight; hits give low values; cells stimulated with P. aeruginosa culture filtrate | 360,000 tested, 0.36% active | AID 602141 | activity change (cytotoxicity), % at 5 µM;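 active = corrected activity change at or below -50% at 5 µM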
CF NFkB inh: inhibitors of cystic fibrosis induced NF-kB; KKLEB NF-kB-GFP reporter, PAF-induced, GFP fluorescence overnight; inhibition, % at 5 µM; 360,000 tested, 0.86% active;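 active = at least 50% inhibition at 5 µM, scaled per plate between neutral and stimulator controls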;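 also: PAF is a Pseudomonas aeruginosa culture filtrate used as stimulus; plate controls were PAF-stimulated DMSO wells for no effect and unstimulated DMSO wells for full effect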
Peg3 prom inh: inhibitors of Peg3 promoter; HeLa PEG-Prom luciferase reporter, luminescence, overnight; inhibition, % at 20 µM; 360,000 tested, 1.7% active;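 active = inhibition of at least 50% at 20 µM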
NR2E3 ag-1: human photoreceptor-specific nuclear receptor agonism; Q9Y5X4; CHO-S Gal4-NCOR/VP16-NR2E3 two-hybrid, luciferase; inhibition of corepressor binding, % at 3.98 µM; 360,000 tested, 0.35% active; AID 602229;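 active = inhibition above the mean of all tested compounds plus 3 SD, cut at about 70% in these data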;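 also: 0% = DMSO with NR2E3 transfected cells and 100% = cells lacking NR2E3 construct; higher means lower luciferase signal from less NR2E3 corepressor binding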
TRAIL sens C8: caspase-8 TRAIL sensitization | NB7+C8 cells + TRAIL, ATPlite viability luminescence | inhibition (viability loss, TRAIL sensitization), % at 10 µM | 360,000 tested, 1% active | AID 624354;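 active = compounds causing at least 50% loss of cell viability in the single-dose screen, relative to plate controls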
NR2E3 ag-2: activates human photoreceptor nuclear receptor NR2E3; AID 2300; inhibition of corepressor binding, % at 4.78 µM; 320,000 tested, 0.12% active; GST-NR2E3/biotin-RetCOR TR-FRET, 1536-well; Q9Y5X4;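 active = percent inhibition above the cutoff of mean plus 3 SD of all tested compounds, set per screening campaign, cut at about 20% in these data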;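 also: 0% = DMSO wells and 100% = biotin wells as full block of FRET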
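Test system – NR2E3–RetCOR corepressor complex · Quantity – NR2E3 fusion 1.35 nM · Buffer or medium – Tris pH 7.5 · Incubation – Compound–protein incubation for 5 h at 4 °C · Technique – TR-FRET, Eu(K)-anti-GST donor, streptavidin-D2 acceptor, ex 340, em 617/671 nm · Evaluation – percent inhibition of 671/617 nm emission ratio versus biotin and DMSO controls · Plate – 1536-well format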
HIF-2a inh: blocks HIF-2a reporter activity | 360,000 tested, 0.72% active | AID 624352 | inhibition, % at 18.8 µM | 786-0 RCC cells HIF-2a reporter, luciferase luminescence, overnight;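 active = inhibition of the luminescence signal of 40% or more relative to plate controls, in a single-dose primary screen at 18.75 µM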
TRPM1 prom inh: reduces MITF-dependent TRPM1 promoter luciferase signal; 330,000 tested, 0.83% active; AID 488899; SK-MEL-5 TRPM1 promoter luciferase, 24 h; inhibition, % at 12.5 µM;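 active = mean inhibition across replicates of 60% or more, whatever share of single replicates reaches that level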; also: values of inactives mirror those of a sister screen read the other way
EBV LMP1 NFkB: reduces LMP1-driven NF-kappaB luciferase signal | LMP1-induced NF-kappaB luciferase reporter cells, luminescence | inhibition, % at 12.5 µM | 350,000 tested, 0.69% active; in the data active = inhibition above about 41%;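 also: 0% = neutral control wells and 100% = reference inhibitor control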
iPSC survival up: enhancers of human iPSC single-cell survival; hiPSC single-cell survival, ATPlite luminescence; 100% = ROCK inhibitor wells, 0% = DMSO; survival enhancement, % at 20 µM; 360,000 tested, 0.044% active; in the data active = survival enhancement above about 18%;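 also: cells exposed to compounds for 16 hours before the ATP read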
* = called active by the depositor; · = not tested or not shown. Only part of the results is shown. The share of hits here may be higher or lower than overall.

SMILES | Shn3 3UTR inh | KKLEB cytotox | CF NFkB inh | Peg3 prom inh | NR2E3 ag-1 | TRAIL sens C8 | NR2E3 ag-2 | HIF-2a inh | TRPM1 prom inh | EBV LMP1 NFkB | iPSC survival up
Cc1cc2oc(=O)cc(-c3ccccc3)c2c(C)c1-c1ccc(N(C)C)cc1 | 11 | -20 | 35 | -9 | -13 | -3 | · | 2 | -6 | 1 | 3.1
Cc1ccc2nsnc2c1NC(=O)c1ccc2c(c1)OCCO2 | -18 | 6 | 2 | 0 | 5 | -4 | 0 | -10 | 3 | -6 | 2.1
O=S(=O)(N1CCCCC1)N1CCN(S(=O)(=O)N2CCCCC2)CC1 | 7 | 6 | 2 | 7 | -12 | -6 | · | 1 | 7 | -10 | -1.4
O=C(O)C1CC=CCC1C(=O)Nc1cccc([N+](=O)[O-])c1 (configuration not stated) | 15 | 7 | -16 | -3 | -15 | -3 | 3 | 9 | -1 | 1 | 2.1
Cc1cc(C)c(NC(=O)CSc2nnc(CNC(=O)c3ccccc3F)o2)c(C)c1 | 10 | 10 | -10 | 0 | 11 | -12 | -2 | 12 | 7 | 6 | 0.7
C(=N\N1CCN(c2ccccn2)CC1)/c1cccc2ccccc12 | · | 4 | -14 | -87 | -18 | -1 | -1 | -209 | -17 | 18 | 0.0
CC(=O)Nc1ccc(NC(=O)c2cc(-c3ccc(C)c(C)c3O)n[nH]2)cc1 | -1 | 16 | -2 | -89 | -40 | 22 | 3 | -80 | -43 | 3 | -0.3
Cc1cc(C)nc(Nc2nc3ccccc3o2)n1 | -30 | 2 | -17 | -41 | -66 | 0 | -1 | -112 | -22 | -12 | -0.6
CCC(C)n1c(SCC(=O)NC2CC2)nc2ccccc2c1=O (configuration not stated) | -7 | 2 | 5 | -2 | 14 | 6 | · | 12 | · | -5 | -2.6
CCn1c(SCC(=O)NC2CCCC2)nnc1-c1ccncc1 | -4 | 4 | -3 | -5 | -10 | 9 | 3 | 7 | -2 | 1 | 0.0
Cc1ccc(CC(CC(=O)O)C(=O)NC2CCCCC2)cc1 (configuration not stated) | 6 | 4 | -4 | -7 | 25 | -3 | 1 | 14 | 6 | -7 | 3.9
CCOC(=O)c1cc2c(nc1NC(=S)NCc1ccccc1)CCCC2 | -42 | -3 | -2 | -226 | -3 | -22 | 8 | -214 | -55 | -7 | 0.6
CCC(CC)C(=O)Nc1nnc(SCC(=O)NC2CC2)s1 | -5 | -1 | -6 | 19 | -63 | 39 | 2 | 7 | -6 | 4 | 1.4
Cc1ccccc1NC(=O)CN1CCN(c2ccc(F)cc2)CC1 | 5 | 15 | -11 | 6 | -11 | 2 | · | 4 | · | -8 | -1.5
O=C(NCc1ccco1)C1CC(=O)N(c2ccc(F)cc2)C1 (configuration not stated) | -16 | -11 | 6 | 19 | -2 | -30 | 1 | 17 | -3 | -1 | -3.6
C/C(=C\CCC1(C)C2CC3C(C2)C31C)C(=O)O (configuration not stated) | -11 | 19 | -16 | 19 | 0 | 6 | 2 | 7 | 6 | 0 | 3.6
COc1cccc(/C=C2\SC(=S)N(N3CCOCC3)C2=O)c1OC | -27 | -1 | 5 | -18 | -80 | 2 | 2 | -77 | 3 | -8 | -1.0
Cc1ccc(C(=O)NC(=S)NNC(=O)CC#N)cc1 | -12 | 8 | -6 | 5 | -50 | -3 | 2 | -29 | 0 | 3 | -0.6
COc1ccc(OC)c(CN2CCC(C(=O)N3CCOCC3)CC2)c1 | 0 | -11 | -4 | 13 | -9 | -3 | 0 | 14 | 6 | 4 | 0.2
CCC(C)c1ccc(NC(=S)NCc2cccs2)cc1 (configuration not stated) | -32 | -3 | 10 | -105 | -35 | 12 | 5 | -116 | -18 | -8 | -3.6
CSc1nc(N)nc2c1ncn2CC(=O)NCCCN1CCCC1=O | -5 | 8 | 10 | 5 | 4 | -11 | · | 2 | 10 | -2 | -1.9
O=C(/C=C/c1ccccc1Cl)c1ccc[nH]1 | -27 | -9 | -18 | -195 | -16 | 11 | -1 | -188 | 9 | -27 | -2.8
CCc1cccc(CC)c1NC(=S)NCc1ccc2[nH]c(C)cc2c1 | 22 | 4 | -3 | 23 | -4 | -5 | 3 | 8 | 5 | 7 | -2.5
O=C(OCC(=O)N1CCN(C(=O)c2ccco2)CC1)c1cn(-c2ccccc2)nc1-c1ccccc1 | -2 | 3 | -14 | -12 | -11 | -1 | 2 | -31 | 0 | -6 | 0.7
CN(C)C(CNc1ccc([N+](=O)[O-])cc1C#N)c1ccccc1 (configuration not stated) | -4 | -2 | -3 | 10 | -2 | -1 | 5 | 7 | -23 | -11 | -0.3
COc1ccc(C2=NS(=O)(=O)N(C)C(C(=O)Nc3ccc(OC)c(OC)c3)=C2)cc1 | -19 | 8 | -50 | 17 | 13 | -2 | 1 | 0 | · | -6 | 4.3
CCCn1cnc2c(oc3ccccc32)c1=O | -16 | -5 | -14 | -71 | -23 | 2 | · | -125 | -8 | -5 | -0.3
N=c1c(C(=O)NCc2ccc3c(c2)OCO3)cc2c(=O)n3ccccc3nc2n1Cc1cccnc1 | 1 | 7 | -15 | 28 | -18 | 11 | 0 | 10 | 4 | 14 | 0.6
CC1=CC=CC2=NC(=O)CC(C)(C(=O)O)N12 (configuration not stated) | -7 | -12 | -6 | 2 | -14 | 2 | 0 | 3 | -5 | -9 | -0.7
O=C(CSCc1nc2ccccc2[nH]1)Nc1ccc2ccccc2c1 | 7 | 11 | -4 | 8 | -14 | 9 | 2 | -14 | -4 | -31 | 4.2
CCOc1ccc2nc(NC(=O)c3ccoc3C)sc2c1 | 25 | -3 | -1 | -45 | -175 | 46 | 2 | -69 | -3 | 5 | -3.8
Cc1ccc(CNCC(=O)Nc2ccc(N3CCOCC3)cc2)cc1 | 3 | -6 | -3 | 7 | 7 | 11 | 1 | 11 | 12 | -18 | 1.2
CCOC(=O)C1CCN(S(=O)(=O)c2ccc(OC)c(OC)c2)CC1 | 27 | -1 | 9 | 0 | -9 | -2 | 3 | -1 | 5 | -4 | -1.2
O=C(Nc1ncn[nH]1)c1ccc(Cl)cc1Cl | -10 | 7 | 11 | 0 | 3 | -4 | 4 | 8 | -6 | 6 | -0.3
O=C(C(=O)N1CCN(c2ccc(F)cc2)CC1)c1cn(CC(=O)N2CCOCC2)c2ccccc12 | 2 | 22 | 6 | 1 | -20 | -6 | -3 | -3 | 0 | 8 | -0.4
N#CCSc1nc2[nH]ncc2c(=O)n1-c1ccccc1Br | -23 | -8 | 19 | 18 | -4 | -4 | 3 | -9 | 11 | 4 | -2.1
CC(C)(C)c1ccc(S(=O)(=O)/N=C2\C=C(NS(=O)(=O)c3ccccc3)C(=O)c3ccccc32)cc1 | -7 | -16 | 82* | 29 | -8 | 14 | 2 | -10 | 6 | 2 | -0.1
Cc1ccc(S(=O)(=O)CCC(=O)OCC(=O)NCC(=O)Nc2c(C)cc(C)cc2C)cc1 | -16 | -2 | 13 | 9 | 9 | -1 | -3 | 8 | 3 | -2 | 0.3
NS(=O)(=O)c1ccc(NC(=O)Nc2ccc(Cl)cc2)cc1 | -10 | 31 | -19 | -132 | -72 | 7 | 2 | -144 | -29 | -10 | 0.9
COc1ccc([C@H]2CC(=O)C=C(c3ccc(OC(F)(F)F)cc3)C2)cc1OC | 25 | -14 | 16 | -8 | 31 | 12 | -1 | -2 | 7 | 2 | -1.3
COc1cccc(/C=N/Nc2nc(C)cc(=O)[nH]2)c1OC | -21 | 10 | -10 | -70 | -6 | 10 | -1 | -90 | -10 | 3 | -0.2
COc1ccc(C2C(=O)N(C3CCCCC3)CC(=O)N2C2CCCC2)cc1 (configuration not stated) | 3 | -7 | 6 | 7 | 0 | -4 | -1 | 2 | 6 | 2 | -2.2
CCCCC(=O)N/N=C(\C)c1cccc(NC(=O)C2CC2)c1 | -3 | 14 | -23 | 7 | 7 | 5 | 2 | 17 | 3 | -1 | 2.4
Cc1ccc2c(c1)N(CC(=O)NCCC1=CCCCC1)C(=O)c1cccnc1O2 | 5 | -31 | 15 | 15 | -16 | -9 | -3 | 9 | -1 | -10 | 1.9
Cc1ccc(NC(=O)CCc2nc3ccccc3s2)c(O)c1 | -1 | 10 | -14 | -12 | -3 | 2 | -4 | -38 | 20 | -1 | 1.1
COc1ccc(C(=O)NCCSc2ccccc2)cc1 | -33 | -5 | 13 | -93 | -146 | 12 | -1 | -59 | -4 | -4 | -0.4
O=C(c1n[nH]c(=O)c2ccccc12)N1CCN(C2c3ccccc3-c3ccccc32)CC1 | 81 | -8 | 6 | 27 | -34 | 5 | -1 | 28 | -4 | 6 | 1.6
Cc1cccc(NNC(=O)C2CCC2)c1 | -7 | 0 | 1 | 5 | -56 | 15 | -3 | 11 | 6 | -14 | -0.5
Cc1nn(CC(=O)Nc2ccccn2)c(C)c1[N+](=O)[O-] | -12 | 2 | 10 | 3 | -19 | -5 | 4 | 0 | 4 | -10 | -1.4
O=C(COC(=O)c1ccc([N+](=O)[O-])o1)Nc1ccc(F)cc1 | 1 | 4 | 9 | 21 | 10 | 13 | · | 5 | 25 | -5 | 0.2
Other compounds:
SMILES | Shn3 3UTR inh | KKLEB cytotox | CF NFkB inh | Peg3 prom inh | NR2E3 ag-1 | TRAIL sens C8 | NR2E3 ag-2 | HIF-2a inh | TRPM1 prom inh | EBV LMP1 NFkB | iPSC survival up
N/C(=N\OC(=O)Cc1ccccc1[N+](=O)[O-])c1cccnc1 | -10 | -3 | 16 | -54 | -45 | 0 | 2 | -26 | 9 | -2 | -0.2
CC(C)(C)N/N=C/c1cc(Cl)cc([N+](=O)[O-])c1O | 8 | 5 | 12 | 19 | 20 | 1 | 1 | 20 | -4 | 7 | -0.7
CC1CN(C(=O)N2CCCCC2)CCN1C(=O)N1CCCCC1 (configuration not stated) | 5 | -1 | 10 | 11 | -36 | 8 | 2 | 11 | 3 | 0 | -1.2
S=C(Nc1cccnc1)N1CCN(c2ccccc2Cl)CC1 | 24 | 0 | 9 | -9 | -20 | -7 | 4 | -10 | 2 | -2 | -0.4
Cc1noc(C)c1COc1ccccc1C(=O)NCCOc1ccccc1F | -41 | 18 | 0 | -40 | -22 | 20 | 2 | -18 | -18 | 1 | 4.9
Cc1cc(N2CCN(C)CC2)nc2ccc(NC(=S)N3CCN(c4ccc(Cl)cc4)CC3)cc12 | 3 | -1 | 2 | -27 | -21 | -22 | 5 | 8 | -9 | -6 | 1.0
CCN(CC(=O)Nc1ccccc1C(F)(F)F)C(=O)C1CSC2(C)CCC(=O)N12 (configuration not stated) | 6 | -4 | -16 | 1 | 3 | -11 | 0 | 5 | -1 | 1 | -0.4
Cn1c(CN2CCOCC2)nnc1SCc1ccccc1 | 7 | 0 | 2 | -3 | -20 | -8 | 0 | -9 | 11 | -1 | 3.1
